Bioassay records from PubChem.
CendR NRP1 mod = alters CendR peptide binding to human NRP-1 | O14786 | FAM-RPARPAR peptide binding to NRP-1, fluorescence polarization | inhibition, % at 25 µM | hit rate 0.85% among 360,000 | AID 602438;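 active = inhibition or corrected inhibition above about 18%, plus a signal ratio from 0.5 to 1.5, limit read from the data, passing the limit was not always enough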; note: strong numbers were not always called active
SKN-1 block = C. elegans SKN-1 inhibition; C. elegans VP596 Pgst-4::GFP/RFP ratio, acrylamide-induced, 24 h; inhibition, % at 21.8 µM; hit rate 0.49% among 360,000; AID 624304;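 active = interference check ratio from 0.5 to 1.5 plus GFP to RFP signal ratio inhibition reaching or exceeding a fixed threshold, cut at about 30% in these data, passing the limit was not always enough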; note: some compounds called inactive have numbers as strong as hits
FAS-TE inh = blocks the thioesterase domain of human fatty acid synthase; P49327; inhibition, % at 15 µM; hit rate 0.67% among 360,000; recombinant FAS-TE, OMFH fluorogenic substrate, fluorescence endpoint;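 active = compounds whose normalised, plate-corrected inhibition of enzyme fluorescence in the single-dose primary screen is 50% or more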;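 note: 0% = DMSO with enzyme and 100% = substrate without enzyme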
Neddyl block = inhibitors of human cullin neddylation. P61081+Q13564. TR-FRET cullin neddylation, biochemical. calls only at 25 µM. hit rate 0.58% among 360,000. AID 651699; in the data active = inhibition above about 36%
PABP1 MLLE inh = blocks PAM2 peptide binding to the PABP1 MLLE domain; P11940; GST-MLLE / FITC-PAM2 fluorescence polarization; inhibition, % at 20 µM; hit rate 0.36% among 360,000; AID 588489; in the data active = inhibition above about 35%, passing the limit was not always enough;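 note: plate controls were DMSO wells with GST-MLLE for no effect and wells lacking GST-MLLE protein for full effect; some results filed as inactive read as strong as hits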
bovine MsrA act = activators of bovine methionine sulfoxide reductase A. purified bovine MsrA, absorbance read-out. AID 602163. activation, % at 10.6 µM. hit rate 0.3% among 360,000; in the data active = activation above about 7.5%;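 note: 0% = vehicle and 100% = reference activator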
Rin1 Abl inh = human Rin1-Abl interaction inhibition; TR-FRET Rin1/Abl binding, biochemical; inhibition, % at 7.35 µM; hit rate 0.4% among 360,000; AID 588664; in the data active = inhibition above about 5%, passing the limit was not always enough
Target sequence (P00519 whole entry, looked up): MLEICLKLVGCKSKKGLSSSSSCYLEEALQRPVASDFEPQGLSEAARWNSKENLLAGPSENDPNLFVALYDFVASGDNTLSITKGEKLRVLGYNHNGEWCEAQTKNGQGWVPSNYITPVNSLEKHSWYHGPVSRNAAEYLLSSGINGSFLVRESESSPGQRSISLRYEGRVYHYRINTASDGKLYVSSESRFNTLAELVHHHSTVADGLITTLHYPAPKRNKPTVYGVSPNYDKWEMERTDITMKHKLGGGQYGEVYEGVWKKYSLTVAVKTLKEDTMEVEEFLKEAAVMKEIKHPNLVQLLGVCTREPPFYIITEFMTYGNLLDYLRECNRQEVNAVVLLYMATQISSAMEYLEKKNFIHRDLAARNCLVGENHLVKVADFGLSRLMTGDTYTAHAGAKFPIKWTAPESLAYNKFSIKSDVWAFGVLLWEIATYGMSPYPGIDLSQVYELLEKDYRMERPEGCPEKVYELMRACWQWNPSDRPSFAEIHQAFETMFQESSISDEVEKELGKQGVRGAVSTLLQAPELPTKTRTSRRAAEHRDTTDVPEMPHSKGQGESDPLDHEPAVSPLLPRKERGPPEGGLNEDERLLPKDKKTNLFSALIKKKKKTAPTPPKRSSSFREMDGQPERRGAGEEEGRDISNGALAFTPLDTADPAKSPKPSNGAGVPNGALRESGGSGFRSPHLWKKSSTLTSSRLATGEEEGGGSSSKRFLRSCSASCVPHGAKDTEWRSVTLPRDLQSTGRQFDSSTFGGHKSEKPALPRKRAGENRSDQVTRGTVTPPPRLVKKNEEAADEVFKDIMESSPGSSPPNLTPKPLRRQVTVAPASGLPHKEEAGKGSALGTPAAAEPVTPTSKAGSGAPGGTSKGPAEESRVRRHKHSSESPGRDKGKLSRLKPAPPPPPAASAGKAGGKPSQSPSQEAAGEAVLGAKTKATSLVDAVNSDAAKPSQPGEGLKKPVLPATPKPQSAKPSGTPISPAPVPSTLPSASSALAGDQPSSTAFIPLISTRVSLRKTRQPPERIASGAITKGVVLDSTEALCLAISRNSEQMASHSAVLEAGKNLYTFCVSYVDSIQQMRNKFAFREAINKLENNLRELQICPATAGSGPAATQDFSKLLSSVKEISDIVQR
Target sequence (Q13671 whole entry, looked up): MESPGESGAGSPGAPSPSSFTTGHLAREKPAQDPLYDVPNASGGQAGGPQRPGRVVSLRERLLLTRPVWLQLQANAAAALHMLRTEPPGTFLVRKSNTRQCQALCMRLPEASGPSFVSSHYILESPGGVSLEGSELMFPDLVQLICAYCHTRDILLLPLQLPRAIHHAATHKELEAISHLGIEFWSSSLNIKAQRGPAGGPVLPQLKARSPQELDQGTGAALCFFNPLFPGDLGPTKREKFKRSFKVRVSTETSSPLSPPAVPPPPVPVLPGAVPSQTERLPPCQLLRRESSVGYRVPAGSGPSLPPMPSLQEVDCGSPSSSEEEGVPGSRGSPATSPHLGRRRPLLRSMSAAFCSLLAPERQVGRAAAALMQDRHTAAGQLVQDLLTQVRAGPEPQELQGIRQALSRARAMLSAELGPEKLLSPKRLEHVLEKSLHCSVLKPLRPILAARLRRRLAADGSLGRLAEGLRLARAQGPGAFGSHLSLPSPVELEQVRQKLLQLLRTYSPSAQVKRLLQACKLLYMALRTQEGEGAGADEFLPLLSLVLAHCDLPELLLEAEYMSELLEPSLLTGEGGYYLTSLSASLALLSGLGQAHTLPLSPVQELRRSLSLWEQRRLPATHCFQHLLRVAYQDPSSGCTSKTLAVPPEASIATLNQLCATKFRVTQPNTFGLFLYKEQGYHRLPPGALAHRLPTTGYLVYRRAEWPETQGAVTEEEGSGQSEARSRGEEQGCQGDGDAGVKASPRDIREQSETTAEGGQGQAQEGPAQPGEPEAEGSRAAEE
MT1-MMP act inh = blocks activation of human MT1-MMP; P50281; HT1080 RFP-PRO-GFP cells, GFP/RFP ratio fluorescence, overnight; percent of plate control window, DMSO zero; GFP/RFP ratio change, % at 20 µM; hit rate 0.061% among 360,000; AID 651647;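 active = GFP/RFP ratio change of at least 30% with cell ATP level not reduced by more than half and red fluorescence within 50% of control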; note: strong numbers were not always called active
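Assay system: HT1080 cells carrying an RFP-PRO-GFP reporter | Dosing: Single dose of 20 µM compound, 1% DMSO final | Incubation: Cells overnight before dosing, compound overnight, 37 °C, 5% CO2 | Evaluation: GFP/RFP fluorescence ratio | Control set: DMSO and RFP-L50D-GFP cell wells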
eLon inh = inhibits E. coli Lon protease | P0A9M0 | purified E. coli Lon protease, fluorescence polarization | inhibition, % at 7.94 µM | hit rate 0.42% among 360,000; in the data active = inhibition above about 13%, passing the limit was not always enough;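 note: 0% = enzyme with probe and DMSO and 100% = no enzyme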
* = called active by the depositor; i = inactive; x = no result given; + = active, no number.

Start of the data: the first 16 entries (preview)
SMILES	CendR NRP1 mod	SKN-1 block	FAS-TE inh	Neddyl block	PABP1 MLLE inh	bovine MsrA act	Rin1 Abl inh	MT1-MMP act inh	eLon inh
CCOC(=O)Cn1nc(/C=C/c2ccccc2)ccc1=O	4	-3	-6	+	-2	-9	1	-5	4
Nc1nc(-c2ccccc2)c(N=Nc2cccc3ccccc23)s1	-5	24	44	i	-11	-2	1	34*	-3
COc1ccc(OCCCC(=O)Nc2cc(Cl)ccc2-n2cncn2)cc1	-2	-3	1	i	1	-5	1	4	-9
Nc1nccc(-c2nn(-c3ccc(Cl)cc3)ccc2=O)n1	-7	0	-4	i	1	-3	-1	-2	3
COc1ccc(NC(=O)CN(C)C(=O)C2CCCO2)cc1 (configuration not stated)	10	-2	-2	i	2	-2	3	1	-13
COc1ccc(-c2nc(CS(=O)(=O)CC(=O)NCc3ccccc3Br)c(C)o2)cc1	1	5	16	i	-5	0	-2	-6	7
CN1C=CC=C/C1=C1/SC(=S)N(Cc2ccccc2)C1=O	-11	13	12	i	29	-5	-7	6	-15
CCO[C@@H]1OC(C(=O)N2CCCCCCC2)=C[C@H](c2ccc3c(c2)OCO3)[C@H]1CCCO	0	-6	-1	i	0	-4	3	-1	-3
O=C(O)c1ccc(NCc2ccc(Br)cc2)cc1	1	1	-7	i	3	-1	0	3	-4
CC1CCN(S(=O)(=O)N2CCC(C(=O)NCc3ccc4c(c3)OCO4)CC2)CC1	3	-3	-7	i	-4	-5	2	-4	-8
CCN(CC)C(=O)Cn1c(=O)oc2ccccc21	13	-1	-1	i	-4	-3	2	2	-8
Cc1ccc(NC(=O)CSc2nc(N)cc(=O)[nH]2)cc1S(=O)(=O)N1CCCCCC1	3	53*	-5	i	-9	-7	4	4	0
CCCS(=O)(=O)NC(=O)C1(C)CCCN(C(=O)c2cc(F)ccc2C)C1 (configuration not stated)	-5	-4	-7	i	-4	-2	-1	-2	-9
CN1CCN(c2cc(-c3ccc4ccccc4c3)nc3ccnn23)CC1	6	46	-14	x	-1	-5	6	16	2
C=C1SC(Nc2c(C)cccc2C)=NC12CCCCC2	-5	-11	-1	i	-1	-2	0	-17	7
CCOc1ncccc1C(=O)OCC(=O)N(CC(C)C)c1c(N)n(Cc2ccccc2)c(=O)[nH]c1=O	-14	6	-6	i	5	-4	0	-3	5

The listing, from the start:
SMILES	CendR NRP1 mod	SKN-1 block	FAS-TE inh	Neddyl block	PABP1 MLLE inh	bovine MsrA act	Rin1 Abl inh	MT1-MMP act inh	eLon inh
CCOC(=O)Cn1nc(/C=C/c2ccccc2)ccc1=O	4	-3	-6	+	-2	-9	1	-5	4
Nc1nc(-c2ccccc2)c(N=Nc2cccc3ccccc23)s1	-5	24	44	i	-11	-2	1	34*	-3
COc1ccc(OCCCC(=O)Nc2cc(Cl)ccc2-n2cncn2)cc1	-2	-3	1	i	1	-5	1	4	-9
Nc1nccc(-c2nn(-c3ccc(Cl)cc3)ccc2=O)n1	-7	0	-4	i	1	-3	-1	-2	3
COc1ccc(NC(=O)CN(C)C(=O)C2CCCO2)cc1 (configuration not stated)	10	-2	-2	i	2	-2	3	1	-13
COc1ccc(-c2nc(CS(=O)(=O)CC(=O)NCc3ccccc3Br)c(C)o2)cc1	1	5	16	i	-5	0	-2	-6	7
CN1C=CC=C/C1=C1/SC(=S)N(Cc2ccccc2)C1=O	-11	13	12	i	29	-5	-7	6	-15
CCO[C@@H]1OC(C(=O)N2CCCCCCC2)=C[C@H](c2ccc3c(c2)OCO3)[C@H]1CCCO	0	-6	-1	i	0	-4	3	-1	-3
O=C(O)c1ccc(NCc2ccc(Br)cc2)cc1	1	1	-7	i	3	-1	0	3	-4
CC1CCN(S(=O)(=O)N2CCC(C(=O)NCc3ccc4c(c3)OCO4)CC2)CC1	3	-3	-7	i	-4	-5	2	-4	-8
CCN(CC)C(=O)Cn1c(=O)oc2ccccc21	13	-1	-1	i	-4	-3	2	2	-8
Cc1ccc(NC(=O)CSc2nc(N)cc(=O)[nH]2)cc1S(=O)(=O)N1CCCCCC1	3	53*	-5	i	-9	-7	4	4	0
CCCS(=O)(=O)NC(=O)C1(C)CCCN(C(=O)c2cc(F)ccc2C)C1 (configuration not stated)	-5	-4	-7	i	-4	-2	-1	-2	-9
CN1CCN(c2cc(-c3ccc4ccccc4c3)nc3ccnn23)CC1	6	46	-14	x	-1	-5	6	16	2
C=C1SC(Nc2c(C)cccc2C)=NC12CCCCC2	-5	-11	-1	i	-1	-2	0	-17	7
CCOc1ncccc1C(=O)OCC(=O)N(CC(C)C)c1c(N)n(Cc2ccccc2)c(=O)[nH]c1=O	-14	6	-6	i	5	-4	0	-3	5
NC(=O)c1ccc[n+](CC(=O)c2ccc(NC(=O)c3ccccc3)cc2)c1	0	12	-3	i	-3	-3	0	-1	-3
C/C(=N\NC(=O)c1cccc(N/N=C(\C)c2ccccc2)c1)c1ccccc1	8	3	4	i	-9	-1	0	5	-5
Cc1ccc(CNCc2cccnc2)s1	4	5	-3	i	15	-1	1	0	1
O=C(Cc1ccc(Br)cc1)Nc1ccccc1N1CCCC1	9	0	18	i	-1	-2	-8	-5	-2
COC(=O)c1sccc1NC(=O)Nc1cc(OC)ccc1OC	4	17	2	i	6	-1	7	0	-6
CC1(c2nnc(Cc3ccccc3)o2)CC(c2cccc(F)c2)=NO1 (configuration not stated)	5	-11	0	i	4	-2	4	6	-7
O=C(/C=C/c1cc([N+](=O)[O-])ccc1OC(F)F)Nc1cccc([N+](=O)[O-])c1	-17	-3	5	i	-6	-3	-3	4	-10
Cc1ccc(NC(=O)c2cc(C)nc3ccccc23)cc1	-6	9	-7	i	14	0	-1	2	1
CCOC(=O)CC(=O)CSc1nc2ccccc2c(=O)n1-c1ccc(C(=O)N2CCOCC2)cc1	-3	-3	-1	i	22	-4	-3	-2	0
CCCNC(=O)c1ccc(N2CCC3(CC2)CC(c2cccc(Br)c2)=NO3)c(NC(=O)c2ccccc2)c1	15	20	37	i	-8	0	-1	4	-3
Cc1cc(Cl)ccc1OCC(=O)OC(C)C(=O)NC(N)=O (configuration not stated)	-2	16	-4	i	2	4	1	6	1
Cc1nc(NC(=O)CSc2nnnn2C)sc1C	-6	-40	-4	i	-19	-11	3	1	-7
O=C(Nc1ccnn1C1CCN(Cc2cccc(OCCO)c2)CC1)c1cccc(F)c1	6	8	-1	i	13	-4	-2	6	2
O=C1CCC/C1=C/Nc1ccc2c(c1)OCO2	-7	25	-5	i	15	-3	-2	-10	-4
CC(C)C(=O)N(c1ccc2oc(=O)sc2c1)S(=O)(=O)c1cccs1	8	24	10	i	44*	6	0	4	-3
N=c1c2c(n(Cc3ccc(F)cc3)c3c1CCC3)CCCC2	24*	-10	-4	i	-3	-2	3	-14	-5
CCOc1ccc(NC(=O)c2ccc(NC(=O)COC(=O)c3ccc(NC(=O)CC#N)cc3)cc2)cc1	-60	-13	-8	i	-48	-9	-4	-4	-30
Cc1[nH][nH]c(=O)c1C	-8	-10	-12	i	3	-9	3	2	-7
N#CCCN(C(=O)CN1C(=O)NC2(CCCC2)C1=O)c1ccccc1F	0	8	-8	i	-7	-8	0	1	-1
O=C(c1cccs1)N1CCN(c2nc3ccccc3s2)CC1	-6	-8	0	i	-9	-9	-2	1	3
COc1ccc(S(=O)(=O)NCc2cccnc2)c(Cl)c1Cl	10	10	-3	i	-8	-4	0	1	8
CC(=O)c1ccc(OCCOc2ccc([N+](=O)[O-])cc2)cc1	2	7	22	i	8	6	-2	1	-7
Cc1ccc(S(=O)(=O)N2C[C@H]3[C@H]4C(=O)N(c5ccccc5)C(=O)[C@H]4CC(=O)[C@H]3[C@@H]2c2ccc(Cl)cc2)cc1	-9	24	41	i	4	-8	3	3	-1
O=C(NN1C(=O)C2C(c3ccccc3)C=CC(c3ccccc3)C2C1=O)c1ccccc1 (configuration not stated)	-5	2	36	i	-4	-7	1	-4	-6
Cc1sc2nc(CSc3ccccc3)nc(NCCN(C)C)c2c1C	-13	-5	-9	i	-2	-9	3	-3	12
O=C1c2ccccc2C2=Nc3ccccc3SC(c3ccc(Cl)cc3)C12 (configuration not stated)	-3	-1	12	i	11	-1	-2	-9	1
O=C(NCc1ccccc1)N1CCN(c2ccc(F)cc2)CC1	-1	-2	0	i	3	-2	2	2	-5
COc1ccc(CC(NC(C)=O)C(=O)NC2CCN(C(=O)Nc3ccccc3C)CC2)cc1OC (configuration not stated)	9	8	-2	i	1	-3	1	3	0
O=C(c1ccco1)N1CCN(S(=O)(=O)c2ccc(S(=O)(=O)NC3CCCCC3)cc2)CC1	2	8	5	i	4	-1	0	5	0
Cc1ccc(C(=O)N[C@H](C(=O)NC2CCCCCCC2)C(C)C)cc1	22	5	-1	i	-1	0	4	-4	0
Cc1ccc(/C=C/C(=O)OC(C)C(=O)NC2CCCCC2C)o1 (configuration not stated)	-5	5	-2	i	-7	-4	5	0	4
Cc1ccc(CN2CCSc3ccc(C(=O)NC4CCCC4)cc32)cc1	3	0	17	i	6	0	0	-3	-11
CCCOc1cccc(OCC(=O)Nc2nc3ccccc3[nH]2)c1	-9	9	-6	i	-13	-3	3	5	0
NS(=O)(=O)c1cnccc1Nc1ccc(Cl)c(Cl)c1	0	15	-3	i	6	-4	-3	-2	-3

(cont.)
SMILES	CendR NRP1 mod	SKN-1 block	FAS-TE inh	Neddyl block	PABP1 MLLE inh	bovine MsrA act	Rin1 Abl inh	MT1-MMP act inh	eLon inh
NC(=O)c1ccc(C(F)(F)F)n(Cc2c(Cl)cccc2Cl)c1=O	3	-4	50*	i	-4	-3	-2	-2	-1
CCCNC(=O)c1cnc(Sc2ncc(C(F)(F)F)cc2Cl)n1C	-6	5	2	i	-6	-1	0	5	-3
Fc1cccc(/C=N/Nc2ncnc3nc[nH]c23)c1	-6	-15	-15	i	-14	-4	-4	1	-5
COc1ccc(C2=NS(=O)(=O)N(C)C(C(=O)Nc3ccc4c(c3)OCO4)=C2)cc1	-7	0	24	i	15	0	-1	12	-7
C=CCNC(=O)c1cc2cc(Cl)ccc2nc1N	-73	-10	-6	x	x	-1	x	1	-7
COc1ccc(NC(=O)N(C)C[C@@H]2OCc3cnnn3CCCC(=O)N([C@@H](C)CO)C[C@H]2C)cc1	-5	32	-8	i	-3	-3	-2	4	6
CCc1ccc(C2CC(c3ccccc3)Nc3nc(N)nn32)cc1 (configuration not stated)	-10	-2	-2	i	-4	-2	0	5	4
COc1ccc(-c2nnc3sc(-c4ccccc4OC)nn23)cc1	-6	2	8	i	-2	-3	-2	1	-5
CCc1ccccc1OCC(=O)Nc1cccc(S(=O)(=O)N2CCCC2)c1	4	-25	16	i	-12	-7	-1	3	-10
O=C(NC1CC1)c1cc(-c2ccc(Br)cc2)nc2ccccc12	7	36*	5	i	3	-3	-8	-7	0
O=C(NCCCCNC(=O)c1ccc(F)cc1)c1ccc(F)cc1	6	-2	-5	i	-8	-1	-4	-2	-5
O=C(O)COc1ccc(Oc2ccccc2)cc1	-21	0	-6	i	-13	-1	0	4	-7
Cc1nc(C(F)(F)F)ccc1C(=O)NN1CCOCC1	8	26	-7	i	3	1	2	1	-13
O=C(CSc1nc2cc(Cl)c(Cl)cc2[nH]1)c1ccc2c(c1)OCO2	3	-5	21	i	-117	-3	1	2	7
